Screening data: PubChem, several laboratories
GRK2 inh: inhibitors of human GRK2 displacing RNA aptamer; P25098; bead flow cytometry, FAM-aptamer displacement from GRK2; inhibition of aptamer binding, % at 10 µM; actives 0.59% (n = 330,000);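 active = inhibition of aptamer binding above 40%, roughly 3 SD of noise, on plates passing a quality check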;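 also: median bead fluorescence of bound FAM aptamer so fluorescent compounds give negative values; no value below 0 was filed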
Target sequence (P25098 whole entry, looked up): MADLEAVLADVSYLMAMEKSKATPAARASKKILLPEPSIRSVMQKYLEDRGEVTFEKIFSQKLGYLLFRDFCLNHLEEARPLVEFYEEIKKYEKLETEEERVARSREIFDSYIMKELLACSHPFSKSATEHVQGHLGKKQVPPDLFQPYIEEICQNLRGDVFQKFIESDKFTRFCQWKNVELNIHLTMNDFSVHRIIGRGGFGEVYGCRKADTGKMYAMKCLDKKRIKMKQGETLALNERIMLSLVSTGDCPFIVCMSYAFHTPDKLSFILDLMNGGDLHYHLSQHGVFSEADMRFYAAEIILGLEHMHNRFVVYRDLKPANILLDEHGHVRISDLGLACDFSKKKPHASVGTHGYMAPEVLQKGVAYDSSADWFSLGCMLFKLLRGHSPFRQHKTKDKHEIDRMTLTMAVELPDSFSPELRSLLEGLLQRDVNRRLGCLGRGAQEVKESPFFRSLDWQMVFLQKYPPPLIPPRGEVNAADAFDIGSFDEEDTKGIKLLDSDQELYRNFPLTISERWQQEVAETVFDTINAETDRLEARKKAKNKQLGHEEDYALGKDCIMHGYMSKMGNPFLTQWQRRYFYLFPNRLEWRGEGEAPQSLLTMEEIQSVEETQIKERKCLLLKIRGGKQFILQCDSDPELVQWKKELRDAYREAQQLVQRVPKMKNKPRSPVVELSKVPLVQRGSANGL
MCL1 BIM primary: MCL1-BIM-BH3 interaction inhibition (human); GST-MCL1 / FITC-Bim-BH3 fluorescence polarization; inhibition, % at 10.9 µM; actives 0.68% (n = 320,000); AID 2057;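 active = inhibition above the mean inhibition of all tested compounds plus 3 SD, set per campaign, cut at about 40% in these data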;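 also: 0% = DMSO wells and 100% = unlabeled Bim-BH3 peptide control; higher means more loss of mP so more displacement of Bim peptide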
MEX-5 binding: C. elegans MEX-5 TCR-2 RNA binding activity; Q9XUB2; MEX-5/FITC-TCR2 RNA binding, fluorescence polarization; active compounds read low; activity score (negative = inhibition of binding), % at 10 µM; actives 0.38% (n = 300,000);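 active = inhibition past about -25% in most replicates, and total fluorescence under double the plate's negative control median, limit read from the data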;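 also: 0% = DMSO and -100% = 5 µM competing unlabeled TCR2 RNA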
Efflux pump inh: inhibitors of Candida antifungal efflux pumps expressed in yeast | inhibition, % at 10 µM | actives 0.44% (n = 330,000) | S. cerevisiae Candida pump triplex, Nile Red efflux | AID 485275;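 active = plate passing quality check with inhibition over a set limit, or well fluorescence over plate mean plus 4 SD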;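 also: Nile Red retained in pooled yeast measured as flow cytometry median fluorescence; 0% = buffer negative control and 100% = Enniatin B positive control; higher means more Nile Red kept so more efflux inhibition; some compounds called inactive have numbers as strong as hits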
VLA-4 inh: inhibition in a human VLA-4 binding assay; AID 2557; VLA-4 expressing cells, ligand binding flow cytometry; actives 0.2% (n = 330,000); inhibition, % (about 7 µM as worked out from the volumes in the protocol); in the data active = inhibition above about 50%
BCLXL inh: inhibitors of human Bcl-xL. Q07817. GST-Bcl-xL / FITC-Bim BH3 peptide fluorescence polarization. inhibition, % at 10.9 µM. actives 0.7% (n = 320,000);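 active = inhibition above the mean of all tested compounds plus 3 SD, cutoff set per campaign, cut at about 30% in these data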;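 also: 0% = DMSO wells and 100% = unlabeled Bim-BH3 peptide competitor; inhibitors lower millipolarization by displacing the labeled peptide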
Target sequence (Q07817 whole entry, looked up): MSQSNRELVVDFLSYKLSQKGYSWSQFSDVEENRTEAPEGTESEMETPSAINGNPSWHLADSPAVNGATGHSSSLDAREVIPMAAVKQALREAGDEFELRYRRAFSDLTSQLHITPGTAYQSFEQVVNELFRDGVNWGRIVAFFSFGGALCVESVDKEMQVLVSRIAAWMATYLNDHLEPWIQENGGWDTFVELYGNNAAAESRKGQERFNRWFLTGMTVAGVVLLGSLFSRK
PME-1 primary: blocks human protein phosphatase methylesterase 1. actives 0.53% (n = 320,000). Q9Y570. inhibition, % at 5.9 µM. recombinant PME-1, FP-Rh probe fluorescence polarization. AID 2130;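 active = inhibition above the campaign mean of all compounds plus 3 SD, cut at about 26% in these data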;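 also: competitive labeling of PME-1 active site by serine hydrolase directed probe; 0% = PME-1 with DMSO and 100% = wells lacking PME-1 enzyme; inhibitors block probe labeling so polarization falls and inhibition rises; many of its hits are not listed in these tables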
GLD-1 RNA inh: GLD-1-TGE RNA interaction inhibition (C. elegans); Q17339; purified GLD-1 + fluorescein TGE RNA, fluorescence polarization; inhibition, % at 5.96 µM; actives 0.44% (n = 320,000); AID 2280;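 active = percent inhibition above a per-plate cutoff, the plate mean of test compounds plus 3 SD, cut at about 30% in these data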;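 also: 0% = DMSO wells with GLD-1 and probe and 100% = wells lacking GLD-1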
Fam108B inh: Fam108B inhibition, counter-screen for RBBP9 inhibitors. recombinant Fam108B, FP-Rh probe fluorescence polarization. inhibition, % at 9.51 µM. actives 0.33% (n = 300,000). AID 1947;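 active = inhibition above the screen mean inhibition plus 3 SD, computed separately per campaign, cut at about 18% in these data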;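 also: inhibitors lower polarization as less probe binds the enzyme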
The depositor's hits bear a star; x = no result given. An excerpt; the hit share may differ from the screen's.

Start of the data: the first 2 compounds, ahead of the listing:
(1) CC1CCCN(C(=O)COC(=O)c2n[nH]c3ccccc23)C1 (stereo not drawn)
(2) Cc1ccc2oc(C(=O)Nc3cc(C)on3)c(C)c2c1

screen / no.	1	2
GRK2 inh	4	0
MCL1 BIM primary	-10	-13
MEX-5 binding	-1.0	x
Efflux pump inh	-0.1	0.2
VLA-4 inh	15	15
BCLXL inh	0	0
PME-1 primary	-8	0
GLD-1 RNA inh	7	-1
Fam108B inh	3	x

The list itself, from the start:
(1) CC1CCCN(C(=O)COC(=O)c2n[nH]c3ccccc23)C1 (stereo not drawn)
(2) Cc1ccc2oc(C(=O)Nc3cc(C)on3)c(C)c2c1
(3) OCCC1CN(Cc2cccn2-c2ccccn2)CCN1Cc1ccccc1 (stereo not drawn)
(4) Cc1ccc(F)c(NC(=O)c2c(-c3ccccc3)noc2C)c1
(5) O=C(NCc1cccc(C(F)(F)F)c1)c1ccc(=O)[nH]c1
(6) CCOC(=O)c1c(C)n(C)c2cc(-c3ccc(F)cc3)c(O)cc12
(7) CC1CN(S(=O)(=O)c2ccc(C(=O)NCCCn3ccnc3)cc2)CC(C)O1 (stereo not drawn)
(8) COc1cc(OC)cc(C(=O)Nc2ccc(S(=O)(=O)N(C)C)cc2)c1

screen / no.	1	2	3	4	5	6	7	8
GRK2 inh	4	0	0	4	1	2	0	0
MCL1 BIM primary	-10	-13	2	-4	0	5	7	3
MEX-5 binding	-1.0	x	-3.4	2.1	1.1	1.2	0.8	-0.9
Efflux pump inh	-0.1	0.2	0.0	-0.3	0.0	0.0	0.1	-4.9
VLA-4 inh	15	15	11	-12	1	18	-3	11
BCLXL inh	0	0	4	-2	-2	0	0	4
PME-1 primary	-8	0	1	-8	-2	0	-1	3
GLD-1 RNA inh	7	-1	7	0	5	5	0	4
Fam108B inh	3	x	2	-3	1	0	-1	2

(9) FCCCOc1ccc(CN2CCN(c3ccccc3F)CC2)cc1
(10) Clc1cccc(CON/C=N/c2ncnc3sccc23)c1
(11) Cc1ccc2oc(=O)n(CCCOc3ccccc3C)c2c1
(12) Cc1c(NC(=O)C(C)OC(=O)c2cc(Cl)nc(Cl)c2)c(=O)n(-c2ccccc2)n1C (stereo not drawn)
(13) Cc1csc(NC(=O)c2nc3nccc(C)n3n2)n1
(14) Cc1cc(C)n(-c2ccc(C(=O)OCC(=O)N3CCN(c4ccccc4)CC3)cc2)n1
(15) Cn1c(=O)c2cc(S(=O)(=O)N3CCN(c4cccc(C(F)(F)F)c4)CC3)ccc2n(C)c1=O
(16) COc1ccccc1NC(=O)N(c1c(N)n(Cc2ccccc2)c(=O)[nH]c1=O)C1CCCC1

screen / no.	9	10	11	12	13	14	15	16
GRK2 inh	0	0	0	0	0	0	0	0
MCL1 BIM primary	1	3	5	6	0	x	4	-7
MEX-5 binding	-1.2	-1.2	-0.8	0.1	1.7	x	-5.3	-0.5
Efflux pump inh	-0.2	0.3	0.0	-0.2	-0.1	0.6	-0.1	0.0
VLA-4 inh	-7	-5	7	16	7	10	-6	-7
BCLXL inh	1	4	6	8	-2	x	-2	-2
PME-1 primary	-9	2	4	5	-1	x	-2	-6
GLD-1 RNA inh	9	9	1	3	-2	-2	1	1
Fam108B inh	1	1	-3	0	-1	x	2	-7

(17) CCOC(=O)c1ccc2c(c1)N(CC#N)C(=O)C(C)(C)O2
(18) COc1ccccc1CN1CCCC(N2CCN(c3ccccc3OC)CC2)C1 (stereo not drawn)
(19) COc1ccc(NC(=S)N(CCN(C)C)C(C)c2ccncc2)cc1Cl (stereo not drawn)
(20) O=C(CSc1nnc(COc2ccc(Br)cc2)o1)N1CCOCC1
(21) CCOC(=O)c1ccccc1NC(=O)c1ccccc1SC
(22) O=C(/C=C/c1ccc(OCc2c(F)cccc2Cl)cc1)N1CCOCC1
(23) COc1ncnc(OC)c1NC(=O)c1ccc(F)cc1
(24) O=C(NCC(c1ccco1)N1CCCCC1)c1ccc(S(=O)(=O)Nc2ccccc2Cl)cc1 (stereo not drawn)

screen / no.	17	18	19	20	21	22	23	24
GRK2 inh	4	2	0	0	1	0	2	0
MCL1 BIM primary	3	x	1	9	8	8	5	x
MEX-5 binding	2.3	0.9	2.4	0.5	0.4	-0.4	-1.6	x
Efflux pump inh	0.0	-0.1	-0.1	0.0	0.0	0.0	-0.1	-0.2
VLA-4 inh	2	2	4	2	1	10	-3	1
BCLXL inh	8	x	3	3	1	5	2	x
PME-1 primary	-2	x	1	-3	-6	-4	-5	x
GLD-1 RNA inh	6	x	3	6	2	0	6	-1
Fam108B inh	0	x	3	-2	0	1	4	x

Record cards, as listed above. Values in the order: GRK2 inh | MCL1 BIM primary | MEX-5 binding | Efflux pump inh | VLA-4 inh | BCLXL inh | PME-1 primary | GLD-1 RNA inh | Fam108B inh
CCOC(=O)c1ccccc1NC(=O)c1ccccc1SC across the screens: 1 | 8 | 0.4 | 0.0 | 1 | 1 | -6 | 2 | 0
O=C(/C=C/c1ccc(OCc2c(F)cccc2Cl)cc1)N1CCOCC1 across the screens: 0 | 8 | -0.4 | 0.0 | 10 | 5 | -4 | 0 | 1
COc1ccc(NC(=S)N(CCN(C)C)C(C)c2ccncc2)cc1Cl (stereo not drawn) across the screens: 0 | 1 | 2.4 | -0.1 | 4 | 3 | 1 | 3 | 3
O=C(CSc1nnc(COc2ccc(Br)cc2)o1)N1CCOCC1 across the screens: 0 | 9 | 0.5 | 0.0 | 2 | 3 | -3 | 6 | -2

Next results follow:
(25) C=CCN1C(=O)C(Cc2ccc(OCC)cc2)S/C1=N\N=C\c1cccs1 (stereo not drawn)
(26) CC1Nc2ncnc(N3CCOCC3)c2N(Cc2ccccc2)C1=O (stereo not drawn)
(27) CN(CC(=O)Nc1ccc(Cl)c(C(F)(F)F)c1)C(=O)Cc1n[nH]c(=O)c2ccccc12
(28) Cc1cc(C)c(C)c(S(=O)(=O)Nc2ccccc2C(=O)O)c1C
(29) COc1ccc(NC(=O)N(C)C[C@H]2Oc3c(NC(=O)Nc4ccc5c(c4)OCO5)cccc3C(=O)N([C@H](C)CO)C[C@@H]2C)cc1
(30) O=C(NC1CCCCC1)C(c1ccco1)N(C(=O)c1csnn1)C1CCCC1 (stereo not drawn)
(31) Cc1cccc(Nc2nc(-c3sc(C)nc3C)cs2)c1
(32) COc1ccc(-n2c(SCC(N)=O)nnc2-c2ccco2)cc1

screen / no.	25	26	27	28	29	30	31	32
GRK2 inh	0	4	2	4	4	0	0	0
MCL1 BIM primary	2	5	-4	4	x	6	4	9
MEX-5 binding	-0.3	-1.3	-0.5	-1.0	x	1.2	0.5	3.3
Efflux pump inh	0.1	0.1	-0.1	-0.2	0.1	0.0	0.0	-0.1
VLA-4 inh	-9	2	2	2	-22	5	10	-1
BCLXL inh	7	-1	0	6	x	4	0	6
PME-1 primary	-1	4	-7	3	x	-5	8	5
GLD-1 RNA inh	7	-7	7	5	0	2	-1	2
Fam108B inh	-7	-6	-3	3	x	0	3	-2

(33) CC(=O)c1cnc2c(C(=O)O)cnn2c1C
(34) C=CCOc1cccc(C2/C(=C(\O)c3ccc4c(c3)OCCO4)C(=O)C(=O)N2Cc2cccnc2)c1 (stereo not drawn)
(35) C[C@H]1COC(=O)[C@@H](CC(=O)OC(C)(C)C)C/C=C\C[C@@H](CC(=O)N(CCO)Cc2ccccc2)C(=O)N1
(36) CCOC(=O)c1ccc(NC(=O)NCCc2cnc[nH]2)cc1
(37) Cc1ccc(S(=O)(=O)N(C)C)cc1NC(=O)CSc1nnnn1-c1ccc(O)cc1
(38) CN(C)CCC(=O)N1c2ccccc2Sc2ccc(Cl)cc21
(39) Cc1cccc(C=Nc2ccc3c(c2)oc2ccccc23)c1O
(40) COc1cc(C=C2C(=O)OC(c3ccccc3)OC2=O)cc(Br)c1O (stereo not drawn)

screen / no.	33	34	35	36	37	38	39	40
GRK2 inh	0	0	0	0	0	0	2	0
MCL1 BIM primary	1	-2	x	1	2	-2	5	3
MEX-5 binding	-2.5	1.4	x	2.1	0.5	-0.7	0.5	-3.4
Efflux pump inh	-0.2	-0.1	0.2	-0.2	0.0	-0.2	-0.2	0.0
VLA-4 inh	7	-4	14	12	-6	4	3	0
BCLXL inh	2	3	x	1	2	1	6	2
PME-1 primary	2	-5	x	2	8	2	4	-3
GLD-1 RNA inh	5	4	4	-5	5	-1	-27	2
Fam108B inh	-2	3	x	1	1	3	5	-3

(41) C=CCn1c(SCC(=O)N(CC)C2CCS(=O)(=O)C2)nc2cc(C(=O)O)ccc2c1=O (stereo not drawn)
(42) COc1cccc(-c2c(C(=O)N/N=C/c3ccc(C)s3)nnn2-c2nonc2N)c1
(43) O=S(=O)(Nc1ccc(Cl)cn1)c1cccc(S(=O)(=O)c2ccccc2)c1
(44) CCOc1ccccc1NC(=S)N(CCC(C)C)C1CCN(C(C)=O)CC1
(45) CCN(CC)C(=O)Nc1ccc(C(=O)OC)cc1
(46) CC(C)COC(=O)C(C#N)c1nc2ccccc2nc1N1CCN(Cc2ccccc2)CC1 (stereo not drawn)
(47) COc1ccc(N2CCN(C(=O)CN(Cc3ccccc3)S(C)(=O)=O)CC2)cc1
(48) O=C(CN1CCOCC1)NCCC12CC3CC(CC(C3)C1)C2
(49) Cc1cc(NC(=O)CCC(=O)N(c2ccccc2)C(C(=O)NC2CCCC2)c2ccccc2)no1 (stereo not drawn)
(50) Cc1ccc(S(=O)(=O)NC(C)C(=O)NCc2ccc(Cl)cc2)cc1 (stereo not drawn)

screen / no.	41	42	43	44	45	46	47	48	49	50
GRK2 inh	0	4	0	1	0	11	0	0	0	0
MCL1 BIM primary	-13	8	1	7	-1	11	-3	-6	9	-1
MEX-5 binding	x	-3.9	0.4	0.4	0.5	-7.0	1.6	0.6	-0.2	2.8
Efflux pump inh	0.2	-0.6	0.0	0.0	-0.1	0.2	0.0	-0.1	0.3	0.1
VLA-4 inh	3	3	-8	5	6	-3	14	4	16	8
BCLXL inh	-10	8	10	2	0	10	5	0	4	2
PME-1 primary	1	5	1	6	-5	0	-1	-5	0	3
GLD-1 RNA inh	0	8	1	3	11	6	7	4	3	1
Fam108B inh	x	2	-3	-6	-2	4	4	1	0	-1

Given bar-delimited: 2 of the compounds above
nr | Compound | GRK2 inh | MCL1 BIM primary | MEX-5 binding | Efflux pump inh | VLA-4 inh | BCLXL inh | PME-1 primary | GLD-1 RNA inh | Fam108B inh
45 | CCN(CC)C(=O)Nc1ccc(C(=O)OC)cc1 | 0 | -1 | 0.5 | -0.1 | 6 | 0 | -5 | 11 | -2
46 | CC(C)COC(=O)C(C#N)c1nc2ccccc2nc1N1CCN(Cc2ccccc2)CC1 (stereo not drawn) | 11 | 11 | -7.0 | 0.2 | -3 | 10 | 0 | 6 | 4
